GRIN3A LBD mod – NR3A (human) ligand-binding domain modulation. NR3A LBD differential scanning fluorimetry, Tm shift; 0% = protein alone, 100% = glycine-bound protein. Tm shift relative to glycine control, % at 25 µM. actives 2.5% (n = 340,000);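 active = melting temperature shift of at least 10% of the positive control shift, at one fixed dose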
MPTP block – permeability transition pore inhibition | isolated mouse mitochondria, Ca2+ swelling absorbance, 30 min | inhibition, % at 10 µM | actives 1.4% (n = 360,000);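 active = inhibition of 50% or more, scaled per plate between neutral and stimulator controls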;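 also: 0% = DMSO wells given calcium and 100% = 1 mM EGTA wells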
APOBEC3G inh – APOBEC3G (human) deaminase inhibition; recombinant A3G, ssDNA deamination FAM/TAMRA fluorescence; Q9HC16; actives 0.28% (n = 330,000); inhibition, % at 20 µM;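 active = inhibition of at least 40% at 20 µM, with no more than 30% in the related APOBEC3A deaminase screen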;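 also: plate controls were DMSO wells with A3G for no effect and wells lacking A3G enzyme for full effect; some compounds called inactive have numbers as strong as hits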
Target sequence (Q9HC16 whole entry, looked up): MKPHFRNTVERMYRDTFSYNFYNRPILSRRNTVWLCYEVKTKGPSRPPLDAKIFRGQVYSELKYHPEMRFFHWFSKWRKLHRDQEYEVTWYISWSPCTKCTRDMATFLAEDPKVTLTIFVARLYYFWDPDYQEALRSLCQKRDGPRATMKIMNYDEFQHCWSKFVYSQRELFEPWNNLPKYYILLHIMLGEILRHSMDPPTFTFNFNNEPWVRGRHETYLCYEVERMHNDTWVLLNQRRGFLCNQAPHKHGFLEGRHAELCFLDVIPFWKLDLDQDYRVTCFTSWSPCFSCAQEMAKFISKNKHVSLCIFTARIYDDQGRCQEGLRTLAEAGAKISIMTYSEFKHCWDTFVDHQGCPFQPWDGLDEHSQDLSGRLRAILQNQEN
A3A deaminase – human APOBEC3A DNA deaminase inhibition; recombinant A3A, FAM/TAMRA ssDNA deamination fluorescence; actives 0.41% (n = 330,000); inhibition, % at 20 µM; AID 493011;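 active = at least 40% inhibition at 20 µM here, with at most 30% in a related deaminase screen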;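 also: plate controls were A3A with DMSO for no effect and wells lacking A3A enzyme for full effect; some results filed as inactive read as strong as hits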
Gli-Sufu antag – blocks Gli-Sufu signaling in a luciferase reporter. Sufu-KO-LIGHT fibroblasts, Gli luciferase reporter luminescence. actives 0.74% (n = 340,000). AID 588413. inhibition, % at 5 µM;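 active = inhibition above about 55%, limit read from the data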;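 also: 0% = DMSO-treated cells and 100% = wells with medium but no cells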
CXCR6 inh – CXCR6 (human) receptor inhibition; O00574; CHO-K1 PathHunter CXCR6 beta-arrestin, luminescence; inhibition, % at 20 µM; actives 0.36% (n = 360,000); AID 602244; in the data active = inhibition above about 34%, passing the limit was not always enough;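 also: antagonist mode with CXCL16 agonist at 10 nM final; 0% = 10 nM CXCL16 with DMSO and 100% = unstimulated wells without agonist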
Target sequence (O00574 whole entry, looked up): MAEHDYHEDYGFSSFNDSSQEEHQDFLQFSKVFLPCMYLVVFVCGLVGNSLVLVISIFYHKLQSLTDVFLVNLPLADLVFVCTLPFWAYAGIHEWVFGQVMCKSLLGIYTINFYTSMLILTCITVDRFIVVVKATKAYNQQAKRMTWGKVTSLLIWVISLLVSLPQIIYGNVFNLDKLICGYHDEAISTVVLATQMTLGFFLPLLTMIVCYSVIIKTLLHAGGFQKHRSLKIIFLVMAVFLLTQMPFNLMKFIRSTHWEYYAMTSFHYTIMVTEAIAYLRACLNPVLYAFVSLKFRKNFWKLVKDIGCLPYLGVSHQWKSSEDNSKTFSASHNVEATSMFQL
CCR6 antag – CCR6 (human) receptor antagonism; P51684; CHO-K1 CCR6 PathHunter beta-arrestin, luminescence, CCL20-stimulated; inhibition, % at 20 µM; actives 0.49% (n = 340,000); AID 493098;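 active = compounds whose inhibition of the agonist-driven luminescence signal at 20 µM reaches about 50%, limit read from the data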;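 also: cells stimulated with CCL20 at 14 nM final; plate controls were DMSO with CCL20 for no effect and DMSO without agonist for full effect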
Target sequence (P51684 whole entry, looked up): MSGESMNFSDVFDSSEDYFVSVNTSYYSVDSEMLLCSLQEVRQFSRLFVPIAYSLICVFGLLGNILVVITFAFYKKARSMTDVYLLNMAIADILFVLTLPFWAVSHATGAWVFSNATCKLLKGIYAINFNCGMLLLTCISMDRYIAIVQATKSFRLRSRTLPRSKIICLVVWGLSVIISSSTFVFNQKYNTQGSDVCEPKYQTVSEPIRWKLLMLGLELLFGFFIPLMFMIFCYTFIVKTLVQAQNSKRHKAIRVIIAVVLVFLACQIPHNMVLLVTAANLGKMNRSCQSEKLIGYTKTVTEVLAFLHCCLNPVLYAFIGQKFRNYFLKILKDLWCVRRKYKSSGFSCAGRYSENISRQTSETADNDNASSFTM
EBI2 antag – antagonists of human EBI2 receptor; EBI2 beta-arrestin recruitment, luminescence, 7a,25-OHC stimulated; inhibition, % at 5 µM; actives 0.81% (n = 360,000); AID 651636; in the data active = inhibition above about 38%;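 also: enzyme fragment complementation signal reports receptor beta-arrestin coupling in cells; 0% = agonist plus DMSO wells and 100% = wells without agonist; some results beyond the cut were filed as inactive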
Numbers without * were called inactive.

`COc1ccc(NC(=O)NCCc2cccc(Cl)c2)cc1OC` gave GRIN3A LBD mod 16.1*, MPTP block 2.7, APOBEC3G inh -7.6, A3A deaminase -2.8, Gli-Sufu antag 2.2, CXCR6 inh -1.6, CCR6 antag 8.0 and EBI2 antag 2.6.
Screening CCCN1CCN(C(=O)Cn2nc(C)n3c(cc4sccc43)c2=O)CC1 returned GRIN3A LBD mod 0.1, MPTP block -1.1, APOBEC3G inh 2.3, A3A deaminase 0.2, Gli-Sufu antag 3.0, CXCR6 inh -7.8, CCR6 antag -24.5 and EBI2 antag 0.1.
`CCOC(=O)c1c(C)n(-c2ccc(OC)cc2)c2ccc(O)c(CN(C)C)c12` gave GRIN3A LBD mod 1.1, MPTP block 7.5, APOBEC3G inh -8.5, A3A deaminase 0.4, Gli-Sufu antag 15.8, CXCR6 inh 6.6, CCR6 antag 9.3 and EBI2 antag 2.2.
Cc1nsc(Nc2ccccc2)c1C#N was read as GRIN3A LBD mod 0.5, MPTP block -0.5, APOBEC3G inh -0.2, A3A deaminase 1.4, Gli-Sufu antag -1.7, CXCR6 inh 1.3, CCR6 antag -11.4 and EBI2 antag -3.1.
For CC/C(=N\NC(=S)Nc1cc(C)ccc1C)c1ccc(OC(F)F)cc1 the results were GRIN3A LBD mod -10.3, MPTP block 3.9, APOBEC3G inh -2.1, A3A deaminase 1.2, Gli-Sufu antag -2.8, CXCR6 inh 16.0, CCR6 antag 11.4 and EBI2 antag 13.0.
Cc1nn(-c2ccccc2)nc1CNS(C)(=O)=O was read as GRIN3A LBD mod 3.7, MPTP block 0.8, APOBEC3G inh -11.1, A3A deaminase -2.5, Gli-Sufu antag 0.7, CXCR6 inh 0.8, CCR6 antag 8.0 and EBI2 antag 1.3.
`Cc1cc(NC(=O)CSc2nc(C(C)C)nc3sc4c(c23)CCCC4)no1` gave GRIN3A LBD mod -0.7, MPTP block 1.7, APOBEC3G inh -2.7, A3A deaminase -1.5, Gli-Sufu antag 13.4, CXCR6 inh -4.0, CCR6 antag -8.6 and EBI2 antag 3.2.
For CC(C)C(NC(=O)c1ccco1)C(=O)OCc1cc([N+](=O)[O-])cc2c1OCOC2 (centres undefined) the results were GRIN3A LBD mod -1.6, MPTP block 1.5, APOBEC3G inh -4.2, A3A deaminase 1.7, Gli-Sufu antag 3.0, CXCR6 inh 3.4, CCR6 antag 14.8 and EBI2 antag 6.3.
`O=C(/C=C/c1ccco1)NCc1ccc(F)cc1` gave GRIN3A LBD mod 0.7, MPTP block -0.5, APOBEC3G inh -7.7, A3A deaminase -0.2, Gli-Sufu antag -6.4, CXCR6 inh 4.7, CCR6 antag 4.5 and EBI2 antag -2.6.
For CCc1cccc(C)c1NS(=O)(=O)c1cccs1 the results were GRIN3A LBD mod -0.2, MPTP block -1.0, Gli-Sufu antag -22.3, CXCR6 inh 3.1, CCR6 antag 6.0 and EBI2 antag -1.3.
Screening Cc1ccc2cc3c(N)[nH]nc3nc2c1 returned GRIN3A LBD mod -1.8, MPTP block 1.0, APOBEC3G inh -6.5, A3A deaminase -2.5, Gli-Sufu antag -11.8, CXCR6 inh -3.7, CCR6 antag -8.4 and EBI2 antag -2.1.
Cc1cc(C)n(CCCO)c(=O)c1C#N was read as GRIN3A LBD mod 0.4, MPTP block -0.2, APOBEC3G inh -3.1, A3A deaminase 1.2, Gli-Sufu antag -13.0, CXCR6 inh 2.8, CCR6 antag -3.8 and EBI2 antag -4.9.
O=C(O)CN=C(NS(=O)(=O)c1ccccc1)c1ccccc1 was read as GRIN3A LBD mod 0.7, MPTP block -0.8, APOBEC3G inh 0.3, A3A deaminase 3.5, Gli-Sufu antag 24.5, CXCR6 inh -5.5, CCR6 antag 10.7 and EBI2 antag 0.5.
For COCC(=O)NCc1nc2ccccc2[nH]1 the results were GRIN3A LBD mod 0.6, MPTP block -0.7, APOBEC3G inh -4.2, A3A deaminase -1.1, Gli-Sufu antag 2.6, CXCR6 inh -8.6, CCR6 antag -7.9 and EBI2 antag -10.2.
For COc1ccc(N(CC(=O)NC2CCCC2)C(=O)CCC(=O)Nc2cc(C)on2)cc1OC the results were GRIN3A LBD mod 0.0, MPTP block -1.6, APOBEC3G inh -15.5, A3A deaminase -3.3, Gli-Sufu antag 1.1, CXCR6 inh 0.9, CCR6 antag -1.7 and EBI2 antag 3.6.

Next part, starting with the last 3 of the part before.
O=C(O)CN=C(NS(=O)(=O)c1ccccc1)c1ccccc1 was read as GRIN3A LBD mod 0.7, MPTP block -0.8, APOBEC3G inh 0.3, A3A deaminase 3.5, Gli-Sufu antag 24.5, CXCR6 inh -5.5, CCR6 antag 10.7 and EBI2 antag 0.5.
For COCC(=O)NCc1nc2ccccc2[nH]1 the results were GRIN3A LBD mod 0.6, MPTP block -0.7, APOBEC3G inh -4.2, A3A deaminase -1.1, Gli-Sufu antag 2.6, CXCR6 inh -8.6, CCR6 antag -7.9 and EBI2 antag -10.2.
For COc1ccc(N(CC(=O)NC2CCCC2)C(=O)CCC(=O)Nc2cc(C)on2)cc1OC the results were GRIN3A LBD mod 0.0, MPTP block -1.6, APOBEC3G inh -15.5, A3A deaminase -3.3, Gli-Sufu antag 1.1, CXCR6 inh 0.9, CCR6 antag -1.7 and EBI2 antag 3.6.
For Cc1ccc(SCC(=O)c2c(C)[nH]c3ccccc23)cc1 the results were GRIN3A LBD mod 0.4, MPTP block 1.7, APOBEC3G inh -6.2, A3A deaminase -1.3, Gli-Sufu antag 1.0, CXCR6 inh 4.9, CCR6 antag -23.5 and EBI2 antag -8.8.
CC(OC(=O)/C=C/c1ccc(Br)cc1)C(=O)N1CCOCC1 (centres undefined) was read as GRIN3A LBD mod -2.0, MPTP block -1.7, APOBEC3G inh -6.2, A3A deaminase -3.5, Gli-Sufu antag 0.0, CXCR6 inh -0.3, CCR6 antag -14.7 and EBI2 antag -10.2.
C/C(=N/NC(=O)CNC(=O)c1ccccn1)c1ccc([N+](=O)[O-])cc1 was read as GRIN3A LBD mod -0.2, MPTP block -0.9, APOBEC3G inh -3.8, A3A deaminase -0.2, Gli-Sufu antag 3.8, CXCR6 inh -9.0, CCR6 antag -10.1 and EBI2 antag -6.9.
For Cc1c(CNC(=O)C2CCC(=O)N(CCc3ccccc3)C2)cnn1C (centres undefined) the results were GRIN3A LBD mod -1.1, MPTP block -0.5, APOBEC3G inh -2.4, A3A deaminase -4.9, Gli-Sufu antag 5.2, CXCR6 inh 8.6, CCR6 antag 0.5 and EBI2 antag -7.2.
CCC(C)NC(=O)CSc1nc2c(sc(=S)n2Cc2ccco2)c(=O)n1-c1ccccc1 (centres undefined) was read as GRIN3A LBD mod -8.4, MPTP block 4.7, APOBEC3G inh -3.4, A3A deaminase 1.4, Gli-Sufu antag 8.5, CXCR6 inh 17.9, CCR6 antag 21.3 and EBI2 antag 29.5.
`O=C1OCCC1Sc1nnc(-c2ccccc2Br)n1Cc1ccccc1` (centres undefined) gave GRIN3A LBD mod 9.9, MPTP block 0.9, APOBEC3G inh -3.1, A3A deaminase -2.8, Gli-Sufu antag 5.8, CXCR6 inh -3.9, CCR6 antag 6.1 and EBI2 antag 0.6.
CCOC(=O)c1ccc(N2C=C(C(=O)OC)C(c3cccc(O)c3)C(C(=O)OC)=C2)cc1 was read as GRIN3A LBD mod -441.5, MPTP block 1.9, APOBEC3G inh -3.7, A3A deaminase -0.9, Gli-Sufu antag -1.8, CXCR6 inh 7.4, CCR6 antag 0.7 and EBI2 antag 12.4.
`CCOC(=O)/C=c1\s/c(=C\c2c(OC)ccc3ccccc23)c(=O)n1CC(=O)NCC1CCCO1` (centres undefined) gave GRIN3A LBD mod 2.0, MPTP block 0.5, APOBEC3G inh -1.7, A3A deaminase 1.0, Gli-Sufu antag 11.5, CXCR6 inh 8.1, CCR6 antag 7.4 and EBI2 antag 0.8.
CCc1noc(C)c1C(=O)Nc1nc(-c2cccs2)cs1 was read as GRIN3A LBD mod 0.7, MPTP block -0.4, APOBEC3G inh -8.9, A3A deaminase 1.0, Gli-Sufu antag -10.7, CXCR6 inh 3.9, CCR6 antag 9.7 and EBI2 antag -4.9.
`CC1CCN(c2c(NCC3CCC(C(=O)NCc4ccccc4Cl)CC3)c(=O)c2=O)CC1` (centres undefined) gave GRIN3A LBD mod 0.4, MPTP block -0.3, APOBEC3G inh -12.4, A3A deaminase -4.5, Gli-Sufu antag -22.6, CXCR6 inh -8.8, CCR6 antag -8.0 and EBI2 antag 9.3.
Screening CCS(=O)(=O)c1ncc(Cl)c(C(=O)Nc2ccc(S(=O)(=O)N3CCC(C)CC3)cc2)n1 returned GRIN3A LBD mod -6.2, MPTP block -2.5, APOBEC3G inh -6.4, A3A deaminase -4.3, Gli-Sufu antag 20.9, CXCR6 inh 82.9*, CCR6 antag 91.6* and EBI2 antag 49.3*.
`CCC(C(=O)Nc1cccnc1)c1ccccc1` (centres undefined) gave GRIN3A LBD mod -3.8, MPTP block -1.0, APOBEC3G inh -7.1, A3A deaminase 0.5, Gli-Sufu antag -3.8, CXCR6 inh -6.5, CCR6 antag -1.3 and EBI2 antag -1.6.
Screening Cc1nn(C)cc1S(=O)(=O)NC1CCCC1 returned GRIN3A LBD mod 3.5, MPTP block -0.2, APOBEC3G inh -9.8, A3A deaminase -4.5, Gli-Sufu antag -7.5, CXCR6 inh 6.7, CCR6 antag 9.5 and EBI2 antag 5.0.
Screening CCC(C(=O)OCC(=O)Nc1ccc(F)cc1)c1ccccc1 (centres undefined) returned GRIN3A LBD mod -1.7, MPTP block 0.0, APOBEC3G inh -3.3, A3A deaminase -3.3, CXCR6 inh -7.9, CCR6 antag 11.6 and EBI2 antag 2.5.
For O=C(Nc1nccs1)C1CCN(S(=O)(=O)c2ccc(Cl)c(C(F)(F)F)c2)CC1 the results were GRIN3A LBD mod -11.3, MPTP block 1.2, APOBEC3G inh -6.9, A3A deaminase -7.2, Gli-Sufu antag 10.7, CXCR6 inh -14.0, CCR6 antag 12.4 and EBI2 antag 3.0.
Screening C=CCN(c1ccccc1)S(=O)(=O)c1cccc(C(=O)N2CCCC2)c1 returned GRIN3A LBD mod -2.6, MPTP block -0.1, APOBEC3G inh -0.8, A3A deaminase 0.8, Gli-Sufu antag -5.2, CXCR6 inh 2.0, CCR6 antag 2.6 and EBI2 antag -4.5.
CCN(CC)CCCCCOc1ccccc1OC was read as GRIN3A LBD mod 0.0, MPTP block -1.9, APOBEC3G inh -1.5, A3A deaminase 3.2, Gli-Sufu antag 6.2, CXCR6 inh 3.7, CCR6 antag -10.2 and EBI2 antag -2.6.
CC(=O)N(Cc1ccccc1)Cc1cn(CCC#N)nc1-c1cccc([N+](=O)[O-])c1 was read as GRIN3A LBD mod -1.0, MPTP block -0.1, APOBEC3G inh -6.6, A3A deaminase -0.9, Gli-Sufu antag -0.8, CXCR6 inh 19.2, CCR6 antag 15.4 and EBI2 antag 20.4.
Screening Cc1oc(-c2ccccc2)cc1C(=O)Nc1cccc2ccccc12 returned GRIN3A LBD mod -1.5, MPTP block 0.7, APOBEC3G inh -0.5, A3A deaminase -1.6, Gli-Sufu antag -5.0, CXCR6 inh 7.0, CCR6 antag 3.0 and EBI2 antag -4.4.
`O=C(NCCN1CCN(Cc2ccccc2)CC1)C1CC(=O)N(C2CCCC2)C1` (centres undefined) gave GRIN3A LBD mod 0.5, MPTP block -0.9, APOBEC3G inh -5.3, A3A deaminase -0.9, Gli-Sufu antag -3.3, CXCR6 inh -0.5, CCR6 antag -9.0 and EBI2 antag -8.4.
`CCOC(=O)c1sc(NC(=O)CS(=O)(=O)c2ccc(C)cc2)nc1C` gave GRIN3A LBD mod -0.6, MPTP block -0.8, APOBEC3G inh -3.4, A3A deaminase -2.1, Gli-Sufu antag 2.4, CXCR6 inh 0.9, CCR6 antag 8.0 and EBI2 antag 3.7.
For O=C(C[n+]1ccccc1)N1CCCc2ccccc21 the results were GRIN3A LBD mod -0.9, MPTP block 0.4, APOBEC3G inh -7.9, A3A deaminase 0.3, Gli-Sufu antag -2.5, CXCR6 inh 7.2, CCR6 antag -0.2 and EBI2 antag -6.7.
